# High-throughput results (PubChem)
# Pf growth 96h – P. falciparum growth inhibition at 96 hours; P. falciparum luciferase reporter growth, 96 h; Potency, µM (doses to about 28.7 µM), for the others: at the highest dose activity change, negative = inhibition, hits mostly inhibitors; 320,000 tested, 6.9% active
#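 Compounds incubated with erythrocytes infected by luciferase-expressing P. falciparum (2% hematocrit, 0.05% parasitemia final) for 96 hours, 37 C in 5% CO2. Growth inhibition scored as decreased luciferase luminescence.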
# HCV inh – blocks hepatitis C virus; Potency, µM (doses to about 41.8 µM), inactives show at the highest dose activity change, negative = inhibition, most hits filed as inhibitors; 340,000 tested, 3.4% active; Huh7.5.1 HCVcc-Cre infection, luciferase reporter, 44 h
#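 After 44 h co-culture of compound, cells and HCVcc-Cre (~0.5 moi), substrate is added for 15 min at room temperature and luciferase measured over 15 sec. Cells were seeded at 1,000/well and pre-cultured 4 h.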
# Sm TGR inh – blocks Schistosoma mansoni thioredoxin glutathione reductase | purified TGR, DTNB reduction, TNB absorbance 405 nm | Potency, µM (series often up to 114 µM), for the others: top-dose activity change, negative = inhibition, usual class: inhibitors | Q962Y6 | 360,000 tested, 3% active | AID 485364; note: nearly all actives have a fitted effect of over 60% in size
#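 First, TGR (20 nM dispensed) and NADPH were mixed with compound. Second, a 15 min room-temperature incubation followed. Third, further NADPH and then DTNB were added to start the reaction. Finally, TNB absorbance was monitored kinetically.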
# LmPK inhibitor – blocks Leishmania mexicana pyruvate kinase activity; AID 1721; Q27686; 290,000 tested, 0.37% active; Potency, µM (titrated, usually from 57.5 µM), inactives show at the highest dose activity change, negative = inhibition, hits mostly inhibitors; purified LmPK, Kinase-Glo ATP luminescence, 1 h
# Target sequence (Q27686 whole entry, looked up): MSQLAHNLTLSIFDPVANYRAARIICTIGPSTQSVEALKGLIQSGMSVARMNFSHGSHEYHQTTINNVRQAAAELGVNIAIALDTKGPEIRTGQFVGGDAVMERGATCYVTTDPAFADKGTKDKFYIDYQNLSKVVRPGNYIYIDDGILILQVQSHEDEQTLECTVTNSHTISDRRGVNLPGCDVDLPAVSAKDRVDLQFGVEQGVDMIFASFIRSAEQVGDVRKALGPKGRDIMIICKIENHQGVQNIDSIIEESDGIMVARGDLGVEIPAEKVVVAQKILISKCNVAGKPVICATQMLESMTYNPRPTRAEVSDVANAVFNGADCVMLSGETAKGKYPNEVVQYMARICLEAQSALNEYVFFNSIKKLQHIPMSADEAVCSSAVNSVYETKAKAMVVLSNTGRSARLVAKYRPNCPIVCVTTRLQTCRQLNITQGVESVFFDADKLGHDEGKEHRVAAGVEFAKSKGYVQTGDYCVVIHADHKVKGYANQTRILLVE
#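 Kinase-Glo luminescence read after 1 h RT reaction of 0.1 nM LmPK with 0.5 mM PEP and 0.1 mM ADP. Activity scaled between uninhibited and enzyme-free controls.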
# Pf growth 48h – inhibits P. falciparum growth in the first generation, 48 h. P. falciparum luciferase growth in erythrocytes, 48 h. Potency, µM (doses to about 28.7 µM), without a hit: at the top dose activity change, negative = inhibition, most hits filed as inhibitors. 310,000 tested, 5.9% active. AID 504832
#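 Read-out is firefly luciferase luminescence from an integrated reporter in P. falciparum, so falling signal marks reduced parasite growth. Infected erythrocytes were at 2% hematocrit and 0.1% parasitemia (final) in Albumax-supplemented RPMI 1640.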
# Tb PYK inh – inhibitors of Trypanosoma brucei pyruvate kinase; Potency, µM (top dose mostly 76.8 µM), without a hit: at the top dose activity, negative = inhibition, usual class: inhibitors; AID 624173; 410,000 tested, 0.12% active; Q57TT1; TbPYK enzyme, Kinase-Glo Plus ATP luminescence, 45 min; note: nearly all actives have a fitted effect of over 50% in size
#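 Readout: single end-point luminescence (Kinase-Glo Plus, 10 min). Reaction conditions were TbPYK/substrate plus 130 uM ADP, 45 min at RT, pH 7.2 TEA buffer. No-enzyme wells served as controls, and data were normalized before concentration-response fitting.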
# Active calls of the source: *; ? = inconclusive; · = no result given; & = joins results of further samples; [ ] = remark or other dose. Calls come from the whole dose curve; as a rule, active = well fitted curve in the direction sought with a large enough effect; inconclusive = small, poorly fitted or top-dose-only effect, or another doubt; inactive = no such curve, though single readings can be large; an effect the other way counts as inactive or inconclusive. % is set by controls: 0 for no effect and ±100 for the full control effect; potency is the fitted concentration of half-maximal effect.
SMILES,Pf growth 96h,HCV inh,Sm TGR inh,LmPK inhibitor,Pf growth 48h,Tb PYK inh
O=C(NCC(c1ccc(F)cc1)N1CCOCC1)c1c(F)cccc1F (stereo unspecified),6%,7%,8%,-2%,-8%,-6%
CCOc1ccccc1NC(=O)c1oc2ccccc2c1NC(=O)C1CC1,?,-23%,3%,-3%,?,7%
COC(=O)C1=C(C)N(Cc2ccccc2)C(=NCCc2c[nH]c3ccccc23)N[C@H]1c1cccc(C(F)(F)F)c1,13µM*,?,-23%,-3%,?,-6%
CCOc1cc(C)c(Cl)cc1S(=O)(=O)N1CCCC1,0.93µM*,-20%,-2%,3%,-16%,2%
O=C(O)CNS(=O)(=O)c1ccc2c(c1)Cc1cc(S(=O)(=O)NCC(=O)O)ccc1-2,4%,10%,11%,-5%,1%,11%
COCc1cc(C)nc2sc(C(=O)NCCO)c(-n3cccc3)c12,?,-19%,-6%,2%,-1%,-1%
CCc1cc(=O)oc2cc(C)cc(OC(C)C(=O)NC3CCN(Cc4ccccc4)CC3)c12 (stereo unspecified),?,13µM*,-23%,6%,?,-6%
CSc1ccccc1NC(=O)c1cnc2scc(C)n2c1=O,10%,-9%,-8%,2%,11%,1%
Cc1cc(Oc2cc(NN3CCCCC3)c([N+](=O)[O-])cc2[N+](=O)[O-])c(C(=O)c2ccccc2)cc1Cl,8.3µM*,-27%,9%,-2%,?,-6%
CC1CCN(C(=O)COC(=O)CCCN2C(=O)c3cccc4cccc(c34)C2=O)CC1,?,7%,-9%,-7%,0%,5%
COc1cccc(/C=N/NC(=O)c2nnn(-c3nonc3N)c2C(C)C)c1OCc1ccc(F)cc1,?,?,-1%,-12%,-18%,0%
COC(=O)CNC(=O)CCC(=O)N1CCN(C(c2ccccc2)c2ccccc2)CC1,?,-27%,?,1%,-29%,4%
O=C(COc1cccnc1[N+](=O)[O-])Nc1ccc(Cl)c(S(=O)(=O)N2CCOCC2)c1,?,-11%,0%,3%,?,-3%
N#CC1=C(N)N(c2ccccc2)C(=O)C1,·,8%,-11%,1%,10%,-23%
N#C/C(=C\c1ccccc1Cl)C(=O)Nc1ccccn1,15%,4%,0%,-6%,-4%,1%

# In the list so far, these contain a nitro group on carbon:
SMILES,Pf growth 96h,HCV inh,Sm TGR inh,LmPK inhibitor,Pf growth 48h,Tb PYK inh
Cc1cc(Oc2cc(NN3CCCCC3)c([N+](=O)[O-])cc2[N+](=O)[O-])c(C(=O)c2ccccc2)cc1Cl,8.3µM*,-27%,9%,-2%,?,-6%
O=C(COc1cccnc1[N+](=O)[O-])Nc1ccc(Cl)c(S(=O)(=O)N2CCOCC2)c1,?,-11%,0%,3%,?,-3%

# (continued)
SMILES,Pf growth 96h,HCV inh,Sm TGR inh,LmPK inhibitor,Pf growth 48h,Tb PYK inh
CCOC(=O)N1CCC(NC(=O)CN2C(=O)CCSc3ccccc32)CC1,?,?,1%,-1%,14%,7%
Cc1onc(-c2ccccc2Cl)c1C(=O)N1CCc2ccccc21,?,?,3%,0%,?,0%
O=S(=O)(NCC1OCCc2ccccc21)c1ccccc1 (stereo unspecified),·,3%,34%,4%,16%,-5%
CC1CC(C(F)F)n2nc(C(=O)Nc3sc4c(c3C#N)CCC(C(C)(C)C)C4)nc2N1 (stereo unspecified),?,-1%,-13%,-1%,-2%,0%
O=C(OC(C(=O)NCC1CCCO1)c1ccc(F)cc1)c1cccs1 (stereo unspecified),?,-2%,-18%,-1%,-2%,-2%
CC1CCc2nc(NC(=O)Nc3ccc4c(c3)OCO4)sc2C1 (stereo unspecified),?,?,-12%,1%,60%[activator],-10%
COc1cccc(CN2CCN(c3nc4nonc4nc3NC3CC3)CC2)c1,4%,?,·,-1%,-16%,3%
CC12CC(c3ccccc3O1)C(C(=O)OCc1ccccc1)C(=O)N2 (stereo unspecified),?,8%&4%,13%,3%,-24%,-1%
CCOP(=O)(OCC)C(NC(=O)c1cccc2ccccc12)C(Cl)(Cl)Cl (stereo unspecified),0%,9%,-15%,0%,-6%,0%
Fc1cccc(F)c1CN1CCN(Cc2c(F)cccc2F)CC1,21%,7%,-3%,-2%,-3%,0%
COC(=O)NNC(=O)c1ccccc1C,·,-11%,7%,-6%,2%,2%
O=C(CN1C(=O)c2ccccc2C1=O)NC1CCCCC1,42%[activator],0%,-22%,-1%,22%,5%
COc1ccc(N/C=C/C(=O)c2sc(-c3ccccc3)nc2C)cc1,9%,10µM*,10%,0%,9%,-3%
CCC(C)NC(=O)c1c(N)n(/N=C/c2ccccn2)c2nc3ccccc3nc12 (stereo unspecified),7%,?,-6%,0%,-1%,5%
COc1ccc(/C=N/NC(=O)CCc2nc3ccccc3[nH]2)cc1,-12%,31%[activator],-18%,0%,15%,-4%
CC(=O)c1cccc(NC(=O)NC2CCCCC2)c1,?,-7%,-7%[11.4 µM],8%,·,2%
c1ccc(CN2CCNCC2)nc1,0%,3%,1%,0%,-18%,-14%
COC(=O)c1sccc1NC(=O)Nc1ccc(C)c(C)c1,-8%,-9%,-6%,?,184%[activator],?
COc1cc2c(cc1OC)CN(c1ccc(-c3ccccc3OC)nn1)CC2,6%[5.75 µM],?,-4%,-3%,5.2µM*,-5%
Cc1ccc(C)c(NC(=O)Cc2csc(-c3ccccc3)n2)c1,0%,10%,1%,4%,14%,-5%
Cc1ccc(N(CC(=O)N/N=C/c2ccc(OCC(N)=O)cc2)S(C)(=O)=O)cc1Cl,-1%,13%,·,-5%,5%,-1%
COc1cc(-c2cc(C(=O)O)c3cc4c(cc3n2)OCCO4)cc(OC)c1OC,·,0%,4%,-1%,?,-10%
CCOc1ccc(Cc2nccc3cc(OCC)c(OCC)cc23)cc1OCC,4.1µM*,·,·,·,?,-3%[33.2 µM]
Cc1nc(NC(=S)NC(=O)c2cccs2)ccc1Br,?,5%,-6%,5%,-3%,-6%
CN(C)S(=O)(=O)c1cccc(NC(=O)CNCC2CCCCC2)c1,-16%,?,12%,-2%,-27%,1%
COC(=O)c1ccccc1-c1c2ccc(=N)cc-2oc2cc(N)ccc12,0.33µM*,?,-4%,·,1.3µM*,?
CCCc1cc(=O)oc2cc(OCC(=O)N3C[C@H]4C[C@@H](C3)c3cccc(=O)n3C4)c(Cl)cc12,10%,9%,-27%,-6%,-1%,-6%
CCOC(=O)C1CCN(C(=O)C(C)Sc2ccc(Cl)cc2)CC1 (stereo unspecified),43%[activator],15%,0%,0%,-6%,2%
Cc1ccc(N(Cc2ccccc2)C(=O)Cc2ccc(S(=O)(=O)N3CCOCC3)s2)cc1,?,?,3%,·,13µM*,-6%
CCN1CCC[C@H]1CNC(=O)c1c(O)c(Cl)cc(Cl)c1OC,?,-7%,-8%,-3%,2%,-5%&10%
CCOC(=O)c1c(NC(=O)c2nn(C)cc2[N+](=O)[O-])sc(C)c1C,10%,3.5µM*,4%,-2%,22%,-3%
CCC(Sc1nc2n[nH]c(C)c2c(=N)n1-c1cccc(Cl)c1C)C(=O)N(CC)CC (stereo unspecified),13%,?,8%,3%,?,-2%
O=C(Cn1c(=O)oc2cc(S(=O)(=O)N3CCCC3)ccc21)N1CCCC1,-98%,3%,4%,11%,·,-2%
O=C(COC(=O)C1=COCCO1)Nc1ccccc1Oc1ccccc1,·,-6%,7%,-7%,18%,2%
CCc1ccc(N/C(=N/c2nc(C)cc(C)n2)NC(C)=O)cc1,?,-2%,-3%,-1%,·,1%
COc1ccccc1-n1nc(C(=O)Nc2ccc3c(c2)OCO3)c2ccccc2c1=O,-19%,0%,8%,-13%,-10%,-7%
CCn1c(=O)c(C(=O)NCc2ccc(OC)cc2)c(O)c2ccccc21,21%,3%,8%,2%,-9%,0%
CCOc1cccc(C=Nc2cc(C)cc(C)c2O)c1O,·,-2%,4µM*,22µM*,?,-11%
O=C(O)CCC(=O)Nc1ccc2c(c1)Cc1cc(NC(=O)CCC(=O)O)ccc1-2,63%[activator],3%,-8%,-1%,-11%,-6%
COC(=O)CCC(=O)OC1(C)C(=O)C2=CN(CCCOC(C)C)C(c3ccc(OC)cc3)=CC2=C(Br)C1=O (stereo unspecified),12µM*,-8%,?,-3%,?,-5%
O=C(COC(=O)c1ccccc1NCCO)NCc1cccs1,23%,-4%,0%,·,0%,-6%
COC(=O)c1scc(C)c1NC(=O)Nc1ccccc1,30%[activator],19%,5%,-5%,-4%,-4%
CC(CCc1ccccc1)NC(=O)c1ccco1 (stereo unspecified),-7%,7%,-1%,-1%,?,-1%
O=C(CCc1nc(-c2ccccc2)c(-c2ccccc2)o1)OCc1ccc(Br)cc1,12%,-13%,-22%,-11%,·,-6%
CCCCOc1ccc(C(C)NC(=O)CCS(=O)(=O)Cc2ccccc2F)cc1 (stereo unspecified),7%,-2%,-4%,-2%,1%,31%

# Exported with values under each structure: part of the list above.
# Each structure is followed by: Pf growth 96h	HCV inh	Sm TGR inh	LmPK inhibitor	Pf growth 48h	Tb PYK inh
> Cc1ccc(C)c(NC(=O)Cc2csc(-c3ccccc3)n2)c1
  0%	10%	1%	4%	14%	-5%
> Cc1ccc(N(CC(=O)N/N=C/c2ccc(OCC(N)=O)cc2)S(C)(=O)=O)cc1Cl
  -1%	13%	·	-5%	5%	-1%
> COc1cc(-c2cc(C(=O)O)c3cc4c(cc3n2)OCCO4)cc(OC)c1OC
  ·	0%	4%	-1%	?	-10%
> CCOc1ccc(Cc2nccc3cc(OCC)c(OCC)cc23)cc1OCC
  4.1µM*	·	·	·	?	-3%[33.2 µM]
> Cc1nc(NC(=S)NC(=O)c2cccs2)ccc1Br
  ?	5%	-6%	5%	-3%	-6%
> CN(C)S(=O)(=O)c1cccc(NC(=O)CNCC2CCCCC2)c1
  -16%	?	12%	-2%	-27%	1%
> COC(=O)c1ccccc1-c1c2ccc(=N)cc-2oc2cc(N)ccc12
  0.33µM*	?	-4%	·	1.3µM*	?

# (more compounds)
SMILES,Pf growth 96h,HCV inh,Sm TGR inh,LmPK inhibitor,Pf growth 48h,Tb PYK inh
O=C(COc1ncnc2cc([N+](=O)[O-])ccc12)NCCc1ccc(Cl)cc1,-14%,?,·,0%,-2%,2%
CC(C)C1Nc2ccc(S(N)(=O)=O)cc2C2C=CCC21 (stereo unspecified),·,11µM*,13µM*,-9%,?,-29%
COCC1CCN(C(=O)CCc2nnc(C3(c4ccc(Cl)cc4)CCC3)o2)C1 (stereo unspecified),-1%,6%,-1%,0%,-14%,-7%
N#Cc1cccc(NC(=O)c2cncn2-c2ccccc2)c1,15%,21%,-7%,-4%,2%,0%
CCOC(=O)c1c(C)[nH]c(C(=O)OCC(=O)c2ccc3c(c2)NC(=O)CO3)c1C,?,0%,-28%,·,?,-3%
O=C(Nn1c(=O)[nH]c2ccccc2c1=O)c1ccco1,·,12%,-6%,1%,-6%,-7%
CCOc1ccc(C2c3[nH]c4ccccc4c3CCN2C(=O)Cn2cncn2)cc1 (stereo unspecified),-10%,-28%,-14%,3%,?,4%
S=C1NC[C@H](c2ccccc2)N1CC1CCCCC1,8.3µM*,?,-4%,7%,?,2%
CN(C)S(=O)(=O)c1ccc(C(=O)N2CC(=O)Nc3ccc(F)cc3C2c2ccc(F)cc2)cc1 (stereo unspecified),0%,-2%,?,2%,-4%,2%
COC(=O)c1cc2c(s1)CS(=O)C2 (stereo unspecified),-27%,14%,-32%,-1%,245%[activator],-3%
O=C(CN1C(=O)/C(=C\c2ccco2)SC1=S)Nc1ccc(O)cc1C(=O)O,?,-2%,25µM*,16%,-8%,-19%
O=C1NC(=O)N(Cc2ccc(F)cc2)C(=O)/C1=C\c1ccc(N2CCCC2)cc1,1%,5%,1.3µM*,-1%,8%,-7%
